Source: PubChem
NPR2 activator: GC-B (human) receptor activation. P20594. HEK293-GC-B cells, CNP EC30, cGMP TR-FRET; 0% at EC30 CNP, 100% saturating CNP. activation, % at 10 µM. 0.11% of 370,000 active. AID 1920062;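 active means activation at 10 µM reaching about 35% in either raw or pattern-adjusted values, limit read from the data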
rCAG binder: binds r(CAG) RNA repeats; r(CAG) RNA repeat, TO-PRO-1 dye displacement fluorescence; AID 651821; inhibition, % at 3 µM; 1.3% of 370,000 active;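 active means inhibition above the plate cutoff, the mean of all test compounds on that plate plus 3 SD, cut at about 35% in these data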;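 further: 0% = DMSO alone and 100% = 100 µM mitoxantrone as full dye displacement; higher means more dye released from RNA so lower well fluorescence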
MBD2 DNA inh: inhibitors of human MBD2 binding to methylated oligonucleotide. Q9UBB5. TR-FRET. inhibition, % at 4.4 µM. 0.31% of 370,000 active. AID 686964; in the data active means inhibition above about 13%
TCR-CD3 inh: blocks the human TCR-CD3 interaction; TAMRA-labeled TCR probe fluorescence, biochemical; inhibition, % at 9.4 µM; 0.37% of 360,000 active; AID 651800; in the data active means inhibition above about 19%;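 further: recombinant mutant TCR 2C K166C tagged with TAMRA read by polarization; 0% = receptor in buffer alone and 100% = receptor with positive control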
UHRF1 binding: human UHRF1 methylated DNA binding inhibitors. Q96T88. inhibition, % at 4.4 µM. 0.75% of 370,000 active. AID 687016. UHRF1 binding to methylated oligo, TR-FRET; in the data active means inhibition above about 21%;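 further: UHRF1 SRA domain binding a hemimethylated CpG hairpin DNA probe; 0% = median of test compound wells and 100% = reference inhibitor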
ABHD4 inh: ABHD4 (mouse) inhibition, primary FP screen. Q8VD66. purified mABHD4, FP-Rh probe fluorescence polarization. inhibition, % at 8.92 µM. 0.54% of 370,000 active. AID 720543;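 active means inhibition exceeding the mean over every tested compound plus 3 SD, cut at about 30% in these data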;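 further: 0% = plate median of compound wells and 100% = S159A mutant with DMSO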
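Assay system: mABHD4 protein; medium: HEPES pH 7.0, NaCl, Pluronic buffer; dosing: 8.92 µM, single dose; schedule: 45 min + 60 min at 25 °C; signal: FP readout, ex 525 nm / em 598 nm; read-out: normalized percent inhibition of probe labeling; repeats: single replicate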
HTRA1 inh: blocks human HTRA1 serine peptidase | Q92743 | recombinant HTRA1, FP-rhodamine activity-based probe, fluorescence polarization | inhibition, % at 5.96 µM | 0.5% of 340,000 active; in the data active means inhibition above about 36%;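 further: 0% = enzyme with DMSO and 100% = wells lacking enzyme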
Target sequence (Q92743 whole entry, looked up): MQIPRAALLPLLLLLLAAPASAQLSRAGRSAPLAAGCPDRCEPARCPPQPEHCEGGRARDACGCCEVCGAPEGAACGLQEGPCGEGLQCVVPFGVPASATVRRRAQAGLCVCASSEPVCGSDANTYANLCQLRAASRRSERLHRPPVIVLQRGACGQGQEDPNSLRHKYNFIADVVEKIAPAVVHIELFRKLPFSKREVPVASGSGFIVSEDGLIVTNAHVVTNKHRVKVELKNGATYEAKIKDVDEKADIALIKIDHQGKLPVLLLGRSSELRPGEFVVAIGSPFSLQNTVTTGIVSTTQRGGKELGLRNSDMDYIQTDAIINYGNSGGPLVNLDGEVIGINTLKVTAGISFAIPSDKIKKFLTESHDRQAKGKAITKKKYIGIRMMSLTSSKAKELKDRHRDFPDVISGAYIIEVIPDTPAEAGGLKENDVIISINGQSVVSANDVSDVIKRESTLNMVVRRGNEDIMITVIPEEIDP
NPR1 activator: GC-A (human) enzyme activation; HEK293 GC-A cells, cGMP TR-FRET, EC30 ANP; 0% at EC30 ANP, 100% saturating ANP; activation, % at 10 µM; 0.14% of 370,000 active; AID 1671463; in the data active means activation above about 40%
SIAE inh: blocks human sialic acid acetylesterase | SIAE FP-Rh probe binding, fluorescence polarization | inhibition, % at 9.66 µM | 0.69% of 370,000 active | AID 1053197;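 active means inhibition above a cutoff: mean of compounds within the control limits plus 3 SD of those, cut at about 17% in these data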;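 further: 0% = plate median of compound wells and 100% = probe without SIAE protein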
Target sequence (Q9HAT2 whole entry, looked up): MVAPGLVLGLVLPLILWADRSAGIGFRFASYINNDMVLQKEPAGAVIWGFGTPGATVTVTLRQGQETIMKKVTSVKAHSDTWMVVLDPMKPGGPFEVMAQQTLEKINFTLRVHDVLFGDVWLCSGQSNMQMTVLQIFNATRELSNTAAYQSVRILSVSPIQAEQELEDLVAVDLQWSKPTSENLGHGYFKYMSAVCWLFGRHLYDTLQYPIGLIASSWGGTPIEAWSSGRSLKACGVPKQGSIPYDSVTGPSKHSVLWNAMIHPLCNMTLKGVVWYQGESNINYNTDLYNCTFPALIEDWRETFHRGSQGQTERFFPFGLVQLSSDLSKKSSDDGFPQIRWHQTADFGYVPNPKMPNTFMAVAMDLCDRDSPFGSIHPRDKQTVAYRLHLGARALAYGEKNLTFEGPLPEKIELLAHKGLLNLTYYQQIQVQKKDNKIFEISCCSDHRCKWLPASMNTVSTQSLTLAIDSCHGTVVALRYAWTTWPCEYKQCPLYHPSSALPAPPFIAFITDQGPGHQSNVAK
PRMT1 FP inh: PRMT1 (human) inhibition, primary screen | Q99873 | recombinant PRMT1, activity-based probe fluorescence polarization | inhibition, % at 2.79 µM | 1.3% of 370,000 active | AID 652257;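 active means inhibition above about 21% made by adding two undisclosed values, limit read from the data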
* marks the source's active call; other numbers are inactive results; · = no result given. This is a subset; the hit share may differ from the screen's.

#	canonical_smiles	NPR2 activator	rCAG binder	MBD2 DNA inh	TCR-CD3 inh	UHRF1 binding
1	COc1ccccc1N1CCN(C(=O)c2noc(C)c2[N+](=O)[O-])CC1	2	7	-4	-2	-3
2	O=C1Nc2ccc(F)cc2C12Nc1ccccc1-c1nnc(SCc3ccccc3Cl)nc1O2 (stereo unspecified)	-2	11	3	-8	0
3	Cc1c(C#N)c(NC(=O)c2cccc(Cl)c2)n(Cc2ccccc2)c1C	-2	-1	-4	4	-1
4	Nc1nc(SCn2nnc3ccccc3c2=O)n[nH]1	-3	4	0	-11	3
5	COc1cc(C2NC(=O)NC(O)(C(F)(F)F)C2C(=O)c2cccs2)ccc1O (stereo unspecified)	5	-1	-1	12	0
6	Cc1[nH]c2ccc(-c3n[nH]c(=S)n3Cc3ccccc3)cc2c1C	-2	15	1	0	-2
7	Cc1cc(C)n(-c2cc(C(=O)O)cc(C(=O)O)c2)n1	2	-2	3	14	-1
8	COc1ccc(C2=NN(C(=O)c3ccco3)C(c3cccs3)C2)cc1OC (stereo unspecified)	-2	0	-8	8	0
9	COc1ccc(C(=O)CSc2nnc(CNC(=O)c3ccco3)n2C)cc1	4	-1	0	11	-2
10	O=S(=O)(Nc1cccc(Cl)c1)c1cccc(-n2cnnn2)c1	0	5	-4	9	1

#	ABHD4 inh	HTRA1 inh	NPR1 activator	SIAE inh	PRMT1 FP inh
1	1	-3	-1	-5	0
2	-3	-5	-4	6	1
3	0	-4	-1	-7	-1
4	-6	6	-2	0	0
5	3	1	-1	4	4
6	2	-10	-9	3	12
7	-4	6	-1	-3	-2
8	-4	-11	-7	-2	-5
9	2	0	-1	-5	-1
10	-8	4	-1	-9	-3

Remaining list, next part:
#	canonical_smiles	NPR2 activator	rCAG binder	MBD2 DNA inh	TCR-CD3 inh	UHRF1 binding
11	CC1CCc2sc(C(=O)NC3CCN(Cc4ccccc4)CC3)cc2C1 (stereo unspecified)	-3	-2	2	6	-1
12	CNC(=O)c1[nH]cnc1C(=O)Nc1cccc(OC)c1	1	-1	1	10	0
13	O=c1c2c3c(sc2ncn1/N=C/c1ccccc1)CCCC3	-13	-2	4	5	-1
14	CC(C)(C)c1ccc(C(=O)N2CCC(=O)N(C(COCc3ccccc3)Cc3ccccc3)CC2)cc1 (stereo unspecified)	0	-2	-3	11	5
15	CC(NC(=O)c1ccnn1C)C1CCCO1 (stereo unspecified)	2	-1	0	-3	-1
16	Cc1cc2nc3c(=O)[nH]c(=O)nc-3n(C[C@H](O)[C@H](O)[C@H](O)CO)c2cc1C	-7	-477	-15	20*	-4
17	Cc1cccn2c(CN(C)C3CCCc4ccccc43)c(C(=O)N3CCOCC3)nc12 (stereo unspecified)	2	-6	-2	-6	-1
18	Cc1c(Br)c([N+](=O)[O-])nn1CC(=O)NC1CCCCCC1	0	4	0	-1	1
19	CN(C)C(=O)CN1C(=O)C2CC=C(Cl)CC2C1=O (stereo unspecified)	4	-1	4	8	1
20	CCc1ccc(Nc2nnc(SCC(=O)NC(=O)c3cccn3C)s2)cc1	-3	8	-1	7	3

#	ABHD4 inh	HTRA1 inh	NPR1 activator	SIAE inh	PRMT1 FP inh
11	8	-6	-2	-5	-5
12	1	5	1	-10	0
13	-3	-1	-10	3	-5
14	-8	-65	2	-1	-2
15	6	2	3	-5	0
16	15	·	4	7	85*
17	-2	0	-1	-2	-2
18	-4	3	-4	-2	-2
19	0	2	6	3	-1
20	-1	1	-4	7	0

Only TCR-CD3 inh, for some of the entries so far:
cpd | SMILES | TCR-CD3 inh
16 | Cc1cc2nc3c(=O)[nH]c(=O)nc-3n(C[C@H](O)[C@H](O)[C@H](O)CO)c2cc1C | 20*
17 | Cc1cccn2c(CN(C)C3CCCc4ccccc43)c(C(=O)N3CCOCC3)nc12 (stereo unspecified) | -6
18 | Cc1c(Br)c([N+](=O)[O-])nn1CC(=O)NC1CCCCCC1 | -1

(continued)
#	canonical_smiles	NPR2 activator	rCAG binder	MBD2 DNA inh	TCR-CD3 inh	UHRF1 binding
21	O=S1(=O)N=C(N/N=C/c2ccco2)c2ccccc21	-1	0	1	5	0
22	O=C(Nc1cccc(-c2cn3ccsc3n2)c1)c1ccccc1	2	3	-2	4	-1
23	CS(=O)(=O)c1ccccc1C(=O)Nc1cccc2ncccc12	6	4	-3	10	17
24	Cc1ccccc1-n1nnnc1SCC(=O)NCC1(N2CCOCC2)CCCCC1	5	-2	-1	-5	2
25	Cc1cc(Nc2ccc(Br)cc2)nc(-c2ccccc2O)n1	-1	38*	-4	-9	6
26	O=C1c2ccccc2C(=O)N1CCn1ccnc1	0	2	1	6	-1
27	Cc1ccc(OCCOCCn2ccnc2)c(Br)c1	8	0	2	-1	3
28	CCCOc1ccc(C(=O)NCCC(=O)NCCCC(=O)O)cc1	-2	-1	-1	0	2
29	CCNC(=O)C1(C)CCN(C(=O)c2ccccc2OC(F)(F)F)C1 (stereo unspecified)	2	0	0	4	-1
30	O=C(NNC(=O)C12CC3CC(CC(Br)(C3)C1)C2)c1ccccc1F	3	2	0	0	-1

#	ABHD4 inh	HTRA1 inh	NPR1 activator	SIAE inh	PRMT1 FP inh
21	13	4	-6	2	-1
22	-6	-21	2	-7	0
23	9	-2	-1	-7	2
24	-3	9	-1	0	-1
25	-15	-12	8	-25	-5
26	1	1	-1	6	-2
27	2	-6	-4	-2	-1
28	4	2	-4	2	-6
29	-2	·	1	-4	-2
30	2	3	3	6	-6

The results go on:
#	canonical_smiles	NPR2 activator	rCAG binder	MBD2 DNA inh	TCR-CD3 inh	UHRF1 binding
31	O=C(COC(=O)Cc1cccs1)NCC(=O)Nc1ccc(F)cc1	3	5	-2	0	0
32	Cc1ccccc1OCC(=O)NC1=NCCS1	6	3	-1	2	0
33	CCCCn1c(N)c(NCc2ccccc2OC)c(=O)[nH]c1=O	6	-6	6	-1	3
34	COc1ccc(OC)c(C(=O)c2ccc(C(=O)Nc3ccccc3)cc2)c1	3	-4	-5	4	-3
35	Cc1cc(OCCCCOc2ccc(S(N)(=O)=O)c(C)c2)ccc1S(N)(=O)=O	0	9	-1	-5	1
36	Cc1ccc(OCc2nc(C#N)c(N3CCCC3)o2)cc1	-4	-5	2	4	-4
37	O=C(COC(=O)C12CC3CC(CC(O)(C3)C1)C2)Nc1ccc(Cl)cc1F	3	-1	5	-4	2
38	COc1cccc(NC(C)=[N+](C)CCNS(=O)(=O)c2ccc(Cl)cc2)c1	-1	1	3	-6	0
39	CC(CNS(=O)(=O)c1ccc(Cl)cc1)n1cncn1 (stereo unspecified)	7	1	-2	-6	1
40	Cc1cc(C)cc(N(CC(=O)NC2CCC(C)CC2)S(=O)(=O)c2ccc(Cl)s2)c1 (stereo unspecified)	-6	6	0	·	1

#	ABHD4 inh	HTRA1 inh	NPR1 activator	SIAE inh	PRMT1 FP inh
31	0	-1	4	-2	1
32	-4	-3	-1	-9	0
33	0	-1	-3	2	4
34	-5	-14	-3	0	-6
35	-2	-20	1	-2	1
36	-2	-8	-3	-1	0
37	-5	-3	-1	-3	6
38	18	-4	-9	10	3
39	-11	-14	2	-5	-1
40	8	·	-10	2	-1

Record cards, from the list above. Order of screens: NPR2 activator, rCAG binder, MBD2 DNA inh, TCR-CD3 inh, UHRF1 binding, ABHD4 inh, HTRA1 inh, NPR1 activator, SIAE inh, PRMT1 FP inh
Cc1cc(OCCCCOc2ccc(S(N)(=O)=O)c(C)c2)ccc1S(N)(=O)=O is listed as 0, 9, -1, -5, 1, -2, -20, 1, -2, 1
Cc1ccccc1OCC(=O)NC1=NCCS1 is listed as 6, 3, -1, 2, 0, -4, -3, -1, -9, 0
Cc1ccc(OCc2nc(C#N)c(N3CCCC3)o2)cc1 is listed as -4, -5, 2, 4, -4, -2, -8, -3, -1, 0

Following part.
#	canonical_smiles	NPR2 activator	rCAG binder	MBD2 DNA inh	TCR-CD3 inh	UHRF1 binding
41	CCc1ccc(OCCNC(=O)OCc2ccccc2)cc1	-3	-8	7	-3	3
42	O=C(Nc1ccccc1C(F)(F)F)C1CCCC1	-2	3	-4	3	3
43	CC(C)(C)OC(=O)N1CCCC1C(=O)N1CCCC1C(=O)N1CCCC1C(=O)O (stereo unspecified)	5	-3	-1	-4	0
44	C#CCOCCOCCOCCNc1nc(N2CCN(C(=O)[C@H]([C@@H](C)CC)n3cc(CCCCN)nn3)CC2)nc(N2CCN(C(=O)[C@H]([C@@H](C)CC)n3cc(CCCN=C(N)N)nn3)CC2)n1	5	10	0	5	2
45	O=C(c1cc(-c2cccc(Cl)c2)on1)N1CCOCC1	2	-2	3	-14	0
46	O=C(Nc1scc(-c2ccccc2)c1C(=O)O)c1ccccc1Cl	3	19	-8	2	1
47	N#Cc1cccc(NC(=O)c2nc(-c3ccccc3)n(-c3ccccc3)n2)c1	-8	0	-1	4	-1
48	O=C(NCc1ccc2c(c1)OCO2)C(=O)NCC1OCCCN1S(=O)(=O)c1ccccc1 (stereo unspecified)	0	7	3	-3	1
49	COc1ccc(N2CCN(C3CCCN(C(=O)CCN4CCCCO4)C3)CC2)cc1 (stereo unspecified)	1	-8	-3	4	-2
50	CN1c2ccsc2C(O)=C(C(=S)Nc2ccccc2)S1(=O)=O	1	21	0	0	-3

#	ABHD4 inh	HTRA1 inh	NPR1 activator	SIAE inh	PRMT1 FP inh
41	-10	-11	4	-4	2
42	2	9	-1	3	-1
43	6	-4	3	0	-3
44	8	-6	4	0	3
45	4	-1	5	4	8
46	-8	-4	1	2	1
47	-6	-25	-9	5	1
48	-15	-3	3	-9	-4
49	-4	-3	-1	0	-5
50	11	1	0	-14	7

Following part:
#	canonical_smiles	NPR2 activator	rCAG binder	MBD2 DNA inh	TCR-CD3 inh	UHRF1 binding
51	COC(=O)c1sc(-c2ccccc2)cc1NC(C)=O	1	-2	4	7	-6
52	CCOC(=O)[C@]12CCCCC/C=C\1N(Cc1ccc(OC)cc1)C(=O)[C@H]2CC(=O)NCc1ccc(OC)c(OC)c1	-1	4	0	·	1
53	COc1cc([C@@H]2CC=C(C(=O)O)[C@H](c3ccccc3)N2S(=O)(=O)c2ccc(C)cc2)cc(OC)c1OC	4	28	-3	-4	-1
54	O=C1CN(C(=O)COC(=O)c2cccc(OCc3ccccc3)c2)c2ccccc2N1	-3	0	5	2	1
55	COCOCCn1cc(CN2CCS(=O)(=O)N(Cc3ccc(-c4ccc(F)nc4)cc3)C(C)C2=O)nn1 (stereo unspecified)	-2	1	-3	-1	1

#	ABHD4 inh	HTRA1 inh	NPR1 activator	SIAE inh	PRMT1 FP inh
51	0	-4	-1	7	-3
52	-4	·	-2	-6	4
53	13	-1	2	2	1
54	-4	-20	8	-4	-1
55	2	-1	5	3	-3
